PKM2 act: PKM2 (human) enzyme activation. P14618. purified PKM2, Kinase-Glo ATP luminescence, activation; response scale: 0% is enzyme alone, no compound. Potency, µM (titrated, usually from 57.5 µM), for inactives: at the highest dose activation, hits mostly activators. 260,000 tested, 0.34% active. AID 1631; also: potency is read from the fitted curve at half-maximal effect; % is scaled to controls: 0 for no effect and ±100 for the full control effect; nearly all actives have a fitted effect of over 55% in size
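Purified hPK-M2 (>95% pure) converted ADP (0.1 mM final) to ATP with 0.5 mM PEP in 50 mM imidazole pH7.2, KCl, MgCl2, Tween 20, BSA; 1 h at room temperature. ATP detected by Kinase-Glo luminescence.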
ELG1 repair inh: blocks ELG1-dependent DNA repair in HEK293T cells; HEK293T ELG1-luciferase reporter, luminescence, 16 h; DNA damage induced by 5-fluorouridine; Potency, µM (top dose mostly 46.1 µM), for inactives: at the top dose activity change, negative = inhibition, usual class: inhibitors; 330,000 tested, 2.3% active; also: potency is read from the fitted curve at half-maximal effect; % is scaled to controls: 0 for no effect and ±100 for the full control effect; nearly all actives have a fitted effect of over 55% in size
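Step one: seed 2,000 cells per well. Step two: pin-transfer compound or DMSO alongside 5-fluorouridine. Step three: incubate 16 hr, 37 °C, 5% CO2. Step four: add ONE-Glo, wait 30 min, read luminescence.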
Menin-MLL TR inh: displaces Texas Red mutant MLL peptide from human menin. AID 1768. Menin + Texas Red MLL mutant peptide, fluorescence polarization. 270,000 tested, 0.23% active. O00255. Potency, µM (top dose mostly 61.6 µM), inactives show top-dose FP activity change, negative = inhibition, actives largely listed as inhibitors; active = well fitted inhibition curve with a large enough effect in the polarisation, with a control signal flat, not every such curve was filed as active; inconclusive = small, poorly fitted or top-dose-only effect, or effect the other way, or a change in a side signal; inactive = no such curve, though single readings can be large or run the other way; the % refers to the polarisation; also: potency is read from the fitted curve at half-maximal effect; % of control where 0% means no effect; many of its hits are not listed in these tables
Target sequence (O00255 whole entry, looked up): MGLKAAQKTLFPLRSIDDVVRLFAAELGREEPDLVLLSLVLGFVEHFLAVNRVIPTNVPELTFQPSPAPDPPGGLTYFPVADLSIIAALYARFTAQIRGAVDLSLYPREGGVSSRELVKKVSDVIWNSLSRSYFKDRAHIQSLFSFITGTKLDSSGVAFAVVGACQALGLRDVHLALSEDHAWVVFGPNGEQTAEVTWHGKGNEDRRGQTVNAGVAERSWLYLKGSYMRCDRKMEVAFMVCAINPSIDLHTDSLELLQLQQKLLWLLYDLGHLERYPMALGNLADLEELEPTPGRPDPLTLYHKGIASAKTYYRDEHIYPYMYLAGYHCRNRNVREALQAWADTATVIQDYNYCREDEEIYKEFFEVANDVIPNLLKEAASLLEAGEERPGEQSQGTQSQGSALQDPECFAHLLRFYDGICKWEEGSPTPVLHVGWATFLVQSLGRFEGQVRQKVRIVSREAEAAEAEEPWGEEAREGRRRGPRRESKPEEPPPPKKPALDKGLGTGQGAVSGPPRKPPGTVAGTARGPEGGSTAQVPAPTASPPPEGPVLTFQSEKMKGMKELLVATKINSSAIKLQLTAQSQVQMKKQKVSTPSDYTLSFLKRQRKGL
FLuc counter: inhibits or activates purified firefly luciferase, miR-21 counter-screen. P08659. purified FLuc, Km substrates, luminescence inhibition. Potency, µM (highest dose often 57.5 µM), without a hit: at the highest dose activity change, negative = inhibition, usual class: inhibitors. 360,000 tested, 6.9% active;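 also: potency is read from the fitted curve at half-maximal effect; plate controls were vehicle for no effect and reference inhibitor for full effect; nearly all actives have a fitted effect of over 55% in size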
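Purified P. pyralis luciferase, 10 nM final, with Km-level 10 uM D-luciferin and 10 uM ATP in 50 mM Tris acetate pH 7.5, 10 mM Mg acetate, 0.01% Tween-20, 0.05% BSA; 6-point qHTS titration about 60 µM downward; luminescence read.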
NPC1 promoter act: activates the NPC1 promoter. Huh7 NPC1 promoter luciferase reporter, 24 h. Potency, µM (doses to about 9.22 µM), without a hit: at the top dose activation, most hits filed as activators. 320,000 tested, 2.4% active. AID 485313;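 also: potency is read from the fitted curve at half-maximal effect; % of control where 0% means no effect; nearly all actives have a fitted effect of over 60% in size; reporter is driven by a mutant NPC1 promoter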
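Luminescence from an NPC1 promoter-driven luciferase reporter in stably transfected Huh7 cells was measured after 24 h compound treatment at 37 °C, followed by 10 min ambient incubation with luciferase detection reagent.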
Rab9 promoter act: activates the Rab9 promoter; Huh7 Rab9 promoter-luciferase reporter, luminescence, 24 h; Potency, µM (titrated, usually from 9.22 µM), without a hit: at the highest dose activation, negative = inhibition, hits mostly activators; 320,000 tested, 2.8% active; AID 485297; also: potency is read from the fitted curve at half-maximal effect; % of control where 0% means no effect; nearly all actives have a fitted effect of over 60% in size
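Huh7 cells stably carrying a Rab9 promoter-luciferase reporter, 1500 cells per well in OP-MEM I with 10% FBS, treated with compound 24 hours at 37C. Luciferase activity read by luminescence after 10 minutes with Amplite reagent.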
Mito fusion yeast: blocks mitochondrial division or promotes mitochondrial fusion. S. cerevisiae fusion-defective mutant growth rescue, CellTiterGlo 48 h. Potency, µM (titrated, usually from 46.1 µM), for inactives: at the top dose growth rescue (activation), most hits filed as activators. 320,000 tested, 0.23% active;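 also: potency is read from the fitted curve at half-maximal effect; % of control where 0% means no effect; nearly all actives have a fitted effect of over 45% in size; temperature-sensitive fusion mutants such as fzo1-1 at 37 °C on non-fermentable ethanol glycerol medium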
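Read-out: ATP-based luminescence (CellTiterGlo, 10 min ambient) reporting growth of fusion-defective ts yeast after 48 hours at 37C on glycerol/ethanol YPEG medium in the presence of compound.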
KCNH2 3.1 block: inhibitors of human KCNH2 3.1 potassium channel isoform. 340,000 tested, 0.95% active. activity change, % (tested at about 1.8 µM). U2OS KCNH2 3.1, thallium flux FluxOr; hits give low values. AID 720553;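 active = maximum activity change below -70%; inconclusive = maximum activity change from -70% to -50%; inactive = maximum activity change above -50%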;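 also: thallium influx rate constant from kinetic fluorescence after stimulation buffer; % is scaled to controls: 0 for no effect and ±100 for the full control effect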
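U2OS cells transduced with KCNH2 3.1 mutant virus (1.77 x 10^8 /mL, 4 h), plated overnight at 37 C, loaded 45 min with FluxOr dye plus Red40 quencher. Thallium flux rate constant from kinetic reads after stimulation buffer, normalised to controls.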
MBNL1 CUG block: blocks human MBNL1 binding to CUG repeat RNA; TR-FRET MBNL1-His/biotin-(CUG)12 binding, 665/545 ratio; Potency, µM (titrated, usually from 57.5 µM), for the others: at the top dose activity change, negative = inhibition, most hits filed as inhibitors; 280,000 tested, 0.036% active; active = well fitted inhibition curve with a large enough effect in the signal ratio, with a control signal flat, not every such curve was filed as active; inconclusive = small, poorly fitted or top-dose-only effect, or effect the other way, or a change in a side signal; inactive = no such curve, though single readings can be large or run the other way; the % refers to the signal ratio; also: potency is read from the fitted curve at half-maximal effect; % is scaled to controls: 0 for no effect and ±100 for the full control effect
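TR-FRET readout: Ex 340 nm, 665/545 nm emission ratio, normalized to buffer-only (basal) and MBNL1-(CUG)12 controls. Complex of MBNL1-His with Biotin-(CUG)12, compounds 92 nM–58 uM, incubated 60 min at room temperature.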
RORgamma inh: blocks mouse ROR gamma transcriptional activity; Drosophila S2 Gal4-RORgamma UAS-luciferase reporter, 20 h; P51450; Potency, µM (doses to about 53.6 µM), without a hit: at the highest dose activity change, negative = inhibition, usual class: inhibitors; 310,000 tested, 5.4% active; also: potency is read from the fitted curve at half-maximal effect; % is scaled to controls: 0 for no effect and ±100 for the full control effect; nearly all actives have a fitted effect of over 60% in size
Target sequence (P51450 whole entry, looked up, the tested form may be a part): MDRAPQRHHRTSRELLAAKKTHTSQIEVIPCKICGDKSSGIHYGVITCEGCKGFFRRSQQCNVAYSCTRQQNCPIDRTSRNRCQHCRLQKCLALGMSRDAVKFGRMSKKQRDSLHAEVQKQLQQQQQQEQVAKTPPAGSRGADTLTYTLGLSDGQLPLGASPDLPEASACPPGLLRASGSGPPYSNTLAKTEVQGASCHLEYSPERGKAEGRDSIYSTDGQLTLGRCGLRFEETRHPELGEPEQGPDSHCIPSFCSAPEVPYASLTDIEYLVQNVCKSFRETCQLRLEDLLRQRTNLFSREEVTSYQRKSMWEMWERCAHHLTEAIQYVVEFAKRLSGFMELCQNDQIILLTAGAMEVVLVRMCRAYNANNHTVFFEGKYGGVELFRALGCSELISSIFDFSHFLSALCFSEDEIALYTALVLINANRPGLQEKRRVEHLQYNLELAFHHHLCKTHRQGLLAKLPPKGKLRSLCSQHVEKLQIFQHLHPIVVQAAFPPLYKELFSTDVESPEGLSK
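ROR gamma transcriptional activity was tracked as Gal4-UAS luciferase output in stably transfected Drosophila Schneider cells, with compound added 1 hr before 700 uM copper sulfate induction and a 20 hr ambient-temperature incubation.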
Gal4-VP16 FLuc: inhibits Gal4-VP16 luciferase reporter, ROR gamma counter-screen. Potency, µM (top dose mostly 53.6 µM), for the others: top-dose activity, negative = inhibition, actives largely listed as inhibitors. Drosophila S2 Gal4-VP16 UAS-luciferase, luminescence, 20 h. 310,000 tested, 3.5% active. AID 2546;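 also: Gal4-VP16 expression switched on by copper sulfate through the metallothionein promoter; potency is read from the fitted curve at half-maximal effect; % is scaled to controls: 0 for no effect and ±100 for the full control effect; nearly all actives have a fitted effect of over 50% in size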
Numbers without * were called inactive; ? = inconclusive; · = not tested or not shown; [ ] = another dose, or the depositor's remark. Unless noted, calls follow the shape of the dose curve; as a rule, active = well fitted curve in the direction sought with a large enough effect; inconclusive = small, poorly fitted or top-dose-only effect, or another doubt; inactive = no such curve, though single readings can be large; an effect the other way counts as inactive or inconclusive. These rows are one share of the data (hit frequency here may not be typical).

SMILES	PKM2 act	ELG1 repair inh	Menin-MLL TR inh	FLuc counter	NPC1 promoter act	Rab9 promoter act	Mito fusion yeast	KCNH2 3.1 block	MBNL1 CUG block	RORgamma inh	Gal4-VP16 FLuc
Cc1ccc(NC(=O)CN(C)C(=O)c2ccc3[nH]c4c(c3c2)CC(C)CC4)cc1 (stereo unspecified)	·	-1%	·	-15%	-3%	-1%	16%	-7	·	·	·
O=C1NC(c2cccc(Cl)c2)Oc2ccccc21 (stereo unspecified)	-1%	?	1%	-1%	-5%	5%	2%	8	-1%	-14%	-7%
COCC(=O)Nc1cc(C)c2c(=O)oc3ccccc3c2n1	-2%	2%	10%	0%	3%	2%	3%	0	0%	-3%	3%
CC(C)(C)N1C(=O)c2ccc(C(=O)Nc3nccs3)cc2C1=O	-1%	?	14%	3.4µM*	3.5µM*	2.8µM*	11%	-11	?	7.1µM*	?
O=C(NCCCN1CCCC1=O)c1cc(-c2cccnc2)nc2ccc(Cl)cc12	0%	?	-2%	-1%	-7%	-2%	21%	1	?	-7%	8%
CC(C)CNC(=S)NC1CC2CCCC(C1)N2Cc1cccs1 (stereo unspecified)	-8%	17%	-5%	12%	1%	4%	-5%	-24	-4%	11µM*	-28%
O=C(COc1ccc2c(-c3ccccc3)cc(=O)oc2c1)N[C@@H](Cc1c[nH]c2ccc(O)cc12)C(=O)O	6%	-18%	22%	?	0%	3%	-1%	-2	?	18%	-8%
CCc1nc2ccc(C(=O)N(C)CC(=O)Nc3ccc(F)c(F)c3F)cc2nc1CC	·	0%	·	0%	-1%	12%	5%	0	·	·	·
COc1ccc([N+](=O)[O-])cc1NC(=O)C(C)OC(=O)C1CCC1 (stereo unspecified)	·	8%	·	0%	-1%	1%	1%	-3	·	·	·
Cc1ccc(C)c(S(=O)(=O)N2CCN(C(=O)Cc3ccsc3)CC2)c1	20%	-15%	0%	10%	1%	3%	-4%	-6	2%	·	·
CCOc1ccccc1/C=C(/NC(=O)c1ccccc1)C(=O)N(CC)CC	0%	0%	-6%	0%	0%	-5%	3%	2	-11%	38%	-1%
Cc1oc2ccc(OC(=O)c3cccs3)cc2c1C(=O)OC(C)C	9%	?	-6%	-16%	-3%	5%	?	-5	14%[11.5 µM]	?	-13%
O=C(COc1ccc(Br)cc1)Nc1ccc(NC(=O)c2ccccc2)cc1	0%	?	?	0%	24%	18%	4%	4	0%	-30%	-10%
C/C(=N\NC(=S)NCc1ccccc1)c1cccc(Br)c1	-2%	-19%	24%	?	0%	-5%	16%	14	4%	?	2%
CCOc1cccc(C(=O)Nc2ccc3oc(-c4cccnc4)nc3c2)c1	1%	18µM*	·	?	1%	1%	-1%	21	4%	29%	-8%
CCOC(=O)c1ccc(Nc2nnc(C(C)(C)C)c(=O)[nH]2)cc1	?	?	17%	?	15%	14%	1%	0	-3%	38%	5%
COc1ccc(C(C[N+](=O)[O-])c2c(C)cc3ccccn23)cc1 (stereo unspecified)	4%	-10%	5%	-8%	-24%	-15%	0%	-13	10%	?	-7%
CC1CCc2sc(C(=O)N3CCC(C(N)=O)CC3)cc2C1 (stereo unspecified)	·	?	·	17µM*	0.4µM*	0.5µM*	-3%	12	·	·	·
O=C(Cn1[nH]c(=O)c2ccccc2c1=O)OCC(=O)N(Cc1ccccc1)Cc1ccccc1	0%	0%	-18%	0%	-3%	2%	0%	3	3%	-13%	2%
CNc1ccc2nnc(C(F)(F)C(F)(F)C(F)(F)F)n2n1	-7%	12%	12%	-1%	2%	-3%	-2%	5	-8%	19%	-1%
O=c1[nH]c(CS(=O)(=O)c2ccccc2)nc2ccccc12	8%	-3%	1%	0%	2%	0%	-5%	-10	21%	-20%	-1%
COc1ccc(C2CC(c3cccs3)=NN2C(=O)c2ccco2)cc1OC (stereo unspecified)	-6%	24%	·	1%	-5%	0%	2%	-2	17%	32%	5%
CCOC(=O)/C(C#N)=C1\CC2CCC1(C)C2(C)C (stereo unspecified)	2%	-14%	-12%	-15%	-1%	-7%	7%	15	4%	-1%	-3%[10 µM]
FC(F)(F)c1cccc(CN2CCC(c3cc(-c4cccs4)n[nH]3)CC2)c1	5%	?	-24%	3%	-29%	-9%	-3%	-39	1%	7%	-20%
CC1CN(C(=O)COC(=O)c2ccc(O)cc2)CC(C)O1 (stereo unspecified)	-7%	-1%	-2%	0%	0%	-1%	-2%	11	-15%	-13%	-1%
Cc1onc(-c2ccccc2)c1C(=O)Nc1sc2c(c1C#N)CCC2	9%	?	10%	0%	0%	-3%	?	-15	3%	17%	0%
CN=C(Nc1ccccc1OC)SC1CC(=O)N(c2ccc(C(=O)OC)cc2)C1=O (stereo unspecified)	-9%	-7%	3%	0%	1%	-6%	-10%	2	-4%	-1%	-9%
COc1cc(C(=O)Nc2nc(C)c(Cc3ccc4c(c3)OCO4)s2)cc(OC)c1OC	-1%	?	9%	-7%	-21%	-22%	?	-16	-15%	7.9µM*	?
N#Cc1c(Cl)nc(SCc2ccccc2)nc1-c1ccccc1	1%	-4%	?	1%	-2%	-6%	0%	·	39%[activator]	?	-13%
CN(C)S(=O)(=O)c1ccc(NC(=O)Cc2ccc(S(=O)(=O)N3CCOCC3)s2)cc1	2%	?	?	-3%	0%	1%	6%	-4	-3%	24%	21%
COCCNC(=S)Nc1ccc(Cl)c(Cl)c1	0%	-3%	14%	-2%	2%	-1%	-2%	1	0%	10µM*	?
CC(C)=CCCC(C)NC(=O)NC1CCCCC1 (stereo unspecified)	-1%	?	-19%	-15%	-2%	8%	0%	3	-8%	18%	3%
O=C(Nc1ccc(Cl)cc1)/C(=C/c1ccc([N+](=O)[O-])cc1)c1nc2ccccc2s1	-3%	?	?	?	-42%[inhibitor]	-51%[inhibitor]	7%	·	25%	5µM*	5µM*
Cc1csc(N)n1	3%	?	-7%	2%	-1%	-2%	-3%	-13	21%	3%	-4%
Cc1cnc(NC(=O)CSc2nnc(C)s2)s1	7%	?	-1%	1%	-4%	11%	-5%	·	-7%	0%	14%
COC(=O)Cc1ccc(N(Cc2ccccc2F)S(=O)(=O)c2ccc(Br)cc2)cc1	-19%	-19%	6%	1%	-1%	-2%	0%	-23	-16%	41%	-2%
O=C(C1CC(=O)N(c2ccc(Cl)cc2)C1)N1CCC(c2nc3ccccc3[nH]2)CC1 (stereo unspecified)	·	-11%	·	3%	-1%	1%	5%	-49	·	·	·
Cn1cnc([N+](=O)[O-])c1S(=O)(=O)c1ccc(Cl)cc1	-1%	?	-5%	1%	-21%	-36%[inhibitor]	-16%	-8	?	3.5µM*	5µM*
COc1ccc(C(=O)Nc2ccc(NC(=O)C3CC3)cn2)cc1	-2%	15%	10%	?	-1%	6%	4%	-5	6%	-33%	0%
COc1ccc(N2CC(C(=O)Nc3nc4ccccc4s3)CC2=O)cc1 (stereo unspecified)	-2%	?	·	-8%	-2%	1%	3%	-3	-6%	3%	2%
CC1CCCC(NS(=O)(=O)c2cc(Br)cnc2N)C1C (stereo unspecified)	·	18%	·	1%	-8%	-4%	?	-8	-4%	3%	-3%
Cc1ccc(CC(=O)NNC(=O)c2cccs2)cc1C	·	15%	·	-4%	-4%	1%	-1%	-6	·	·	·
COC(=O)c1cc(Cl)nc2ccccc12	1%	0%	16%	1%	-5%	0%	0%	-3	11%	-6%	-1%
Cc1ccc(NC(=O)CSCc2c(C)noc2C)cc1C	-2%	2%	0%	2%	-2%	-3%	-1%	5	1%	-12%	4%
O=C(Nc1cc(C(F)(F)F)ccc1N1CCOCC1)C1Cc2ccccc2CN1C(=O)c1ccco1 (stereo unspecified)	-2%	-21%	5%	-5%	-2%	2%	22%	-2	-4%	-2%	0%
OCCC1CN(Cc2cnc(-c3ccccc3)s2)CCN1C1CCCC1 (stereo unspecified)	3%	-6%	18%	-2%	-1%	-7%	-3%	0	-3%	-13%	1%
